CBFb RUNX1 block – blocks binding between human CBF-beta and RUNX1. 230,000 tested, under 10 active. AlphaScreen CBFb-His/RUNX1-biotin binding, biochemical. Potency, µM (doses to about 59.8 µM), inactives show top-dose activity, negative = inhibition, actives largely listed as inhibitors. Q01196+Q13951. AID 1477; also: % of control where 0% means no effect
Target sequence (Q01196 whole entry, looked up): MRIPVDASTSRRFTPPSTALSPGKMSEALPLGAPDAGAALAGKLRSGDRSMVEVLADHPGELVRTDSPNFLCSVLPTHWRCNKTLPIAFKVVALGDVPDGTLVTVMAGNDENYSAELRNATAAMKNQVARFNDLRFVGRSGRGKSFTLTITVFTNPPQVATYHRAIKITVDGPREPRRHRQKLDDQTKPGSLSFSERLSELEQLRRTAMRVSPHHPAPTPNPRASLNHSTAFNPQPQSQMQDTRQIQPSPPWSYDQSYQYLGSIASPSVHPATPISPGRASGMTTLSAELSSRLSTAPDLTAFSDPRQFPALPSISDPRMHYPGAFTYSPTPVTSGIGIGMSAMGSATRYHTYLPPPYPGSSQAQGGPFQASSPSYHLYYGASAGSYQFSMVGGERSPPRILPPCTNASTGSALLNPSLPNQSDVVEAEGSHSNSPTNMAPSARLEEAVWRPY
Target sequence (Q13951 whole entry, looked up): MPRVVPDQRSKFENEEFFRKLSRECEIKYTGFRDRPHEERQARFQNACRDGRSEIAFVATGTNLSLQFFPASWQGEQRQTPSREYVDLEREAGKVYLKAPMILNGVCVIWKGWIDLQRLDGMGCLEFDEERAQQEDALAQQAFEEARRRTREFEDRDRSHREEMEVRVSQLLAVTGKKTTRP
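His-tagged CBF-beta and biotinylated RUNX1 (30 nM each) were premixed 20 min at room temperature, exposed to compound for 15 min, then given nickel-chelate and streptavidin AlphaScreen beads (50 ng each). After 90 min, AlphaScreen signal was read.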
HTT aggregate – inhibitors of mutant huntingtin aggregate formation in PC12 cells; 220,000 compounds, 1.1% hits; PC12 HttQ103-GFP aggregates, Acumen cytometry, 40 h; AID 1688; Potency, µM (titrated, usually from 46.1 µM), for inactives: at the highest dose activity change, negative = inhibition, most hits filed as inhibitors; also: potency is read from the fitted curve at half-maximal effect; % is scaled to controls: 0 for no effect and ±100 for the full control effect; nearly all actives have a fitted effect of over 60% in size
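Compounds (qHTS titration) were added to PC12 cells expressing an ecdysone-driven HTT exon 1 Q103–GFP fusion after induction with 100 nM tebufenozide. Aggregate formation was measured as GFP objects in cell lysates.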
Epigenetic reg – epigenetic control regulation, reporter derepression; murine LDR cells, GFP reporter derepression, 30 h; Potency, µM (series often up to 53.9 µM), for the others: top-dose GFP activation, most hits filed as activators; 280,000 compounds, 0.2% hits; AID 1865; also: potency is read from the fitted curve at half-maximal effect; % of control where 0% means no effect; nearly all actives have a fitted effect of over 60% in size
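Murine LDR cells carrying a silenced, genomically integrated CMV-driven GFP reporter were exposed to compound for 30 hours at 37 C. After PBS washes, GFP-positive cells (20–120 um objects) were counted by laser-scanning microplate cytometry.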
* marks the source's active call; other numbers are inactive results; ? = inconclusive; · = no result given. Calls follow the shape of the dose curve; as a rule, active = well fitted curve in the direction sought with a large enough effect; inconclusive = small, poorly fitted or top-dose-only effect, or another doubt; inactive = no such curve, though single readings can be large; an effect the other way counts as inactive or inconclusive.

SMILES | CBFb RUNX1 block | HTT aggregate | Epigenetic reg
C[C@@H]1Cc2c(Cl)cc(C(=O)N[C@H](Cc3ccccc3)C(=O)O)c(O)c2C(=O)O1 | 17.4% | · | ·
CCCOCCN(C(=O)CCl)c1c(CC)cccc1CC | 16.0% | · | ·
CC(=O)CC(c1ccc(O)cc1)c1c(O)c2ccccc2oc1=O (centres undefined) | 4.0% | · | ·
CN1C2CC(=O)CC1C(O)C2 (centres undefined) | 11.3% | · | ·
C[C@H]1CO1 | 6.4% | · | ·
CN1C2CCCC1CC(=O)C2 | 6.5% | · | ·
C[C@H]1CCC/C=C/[C@@H]2C[C@H](O)C[C@H]2[C@H](O)/C=C/C(=O)O1 | 26.2% | · | ·
NC(=O)CF | 7.1% | · | ·
Cc1ncc2n1-c1ccc(Cl)cc1C(c1ccccc1F)=NC2O (centres undefined) | 18.4% | · | ·
C[C@@H]1C[C@@H]2[C@H]([C@H]3C=C(COC(=O)c4ccccc4)[C@@H](O)[C@]4(O)[C@@H](O)C(OC(=O)c5ccccc5)=C[C@@]14C3=O)C2(C)C | 11.8% | · | ·
O=c1cc(-c2ccc(O)cc2)oc2c([C@@H]3O[C@H](CO)[C@@H](O)[C@H](O)[C@H]3O)c(O)cc(O)c12 | ? | · | ·
CCC1=CC2CN3CCc4c([nH]c5ccccc45)[C@@](C(=O)OC)(C2)[C@@H]13 | 0.0% | · | ·
CC[C@]12C=CCN3CC[C@@]4(c5ccc(OC)cc5N(C)[C@H]4[C@@](O)(C(=O)OC)[C@@H]1OC(C)=O)C32 (some centres undefined) | 11.4% | · | ·
COP(=S)(OC)Oc1nc(Cl)c(Cl)cc1Cl | 8.0% | · | ·
CC(Cc1ccc(C(C)(C)C)cc1)CN1CC(C)OC(C)C1 (centres undefined) | 23.4% | · | ·
CC(=O)OCC1=C[C@H]2[C@@H]3C(C)(C)[C@]3(OC(=O)Cc3ccccc3)C[C@@H](C)[C@]2(O)[C@@H]2C=C(C)C(=O)[C@@]2(O)C1 | 10.9% | · | ·
CC1(C)[C@H](C(=O)O[C@H](C#N)c2cccc(Oc3ccccc3)c2)[C@@H]1C=C(Br)Br | ? | · | ·
CC(C)=CCCN1CCC(NC(=O)C(O)(c2ccccc2)C2CCCC2)CC1 (centres undefined) | 4.9% | · | ·
O=C1NC(=S)NC(=O)C1C(=O)Nc1ccccc1 | -1.3% | · | ·
CCCCCCCC/C=C\CCCCCCCC(=O)OC[C@@H](COP(O)(O)=S)OC | -22.3% | · | ·
O=P1(Oc2ccccc2)CC=CC(COCc2ccccc2)O1 (centres undefined) | -3.7% | · | ·
C/C=C1/C[C@@H](C)[C@@](C)(O)C(=O)OCC2=CCN3CC[C@@H](OC1=O)[C@@H]23 | ? | · | ·
CCOC(=O)CCN(SN(C)C(=O)Oc1cccc2c1OC(C)(C)C2)C(C)C | 13.7% | · | ·
C/C=C(\C)C(=O)N[C@@H](c1ccccc1)[C@@H](O)C(=O)O[C@H]1C[C@@]2(O)[C@@H](OC(=O)c3ccccc3)C3[C@](C)(C(=O)[C@H](OC(C)=O)C(=C1C)C2(C)C)[C@@H](O)C[C@H]1OC[C@@]31OC(C)=O (some centres undefined) | -5.1% | · | ·
C#Cc1cccc2c1c(C(=O)c1ccc(Cn3c(C)nc4cnccc43)c(F)c1)cn2C(=O)N(C)C | 2.3% | · | ·

4 entries drawn at random from the list so far:
SMILES | CBFb RUNX1 block | HTT aggregate | Epigenetic reg
C#Cc1cccc2c1c(C(=O)c1ccc(Cn3c(C)nc4cnccc43)c(F)c1)cn2C(=O)N(C)C | 2.3% | · | ·
CC(C)=CCCN1CCC(NC(=O)C(O)(c2ccccc2)C2CCCC2)CC1 (centres undefined) | 4.9% | · | ·
O=c1cc(-c2ccc(O)cc2)oc2c([C@@H]3O[C@H](CO)[C@@H](O)[C@H](O)[C@H]3O)c(O)cc(O)c12 | ? | · | ·
CC1(C)[C@H](C(=O)O[C@H](C#N)c2cccc(Oc3ccccc3)c2)[C@@H]1C=C(Br)Br | ? | · | ·

Returning to the listing with the 7 entries that preceded the break.
SMILES | CBFb RUNX1 block | HTT aggregate | Epigenetic reg
O=C1NC(=S)NC(=O)C1C(=O)Nc1ccccc1 | -1.3% | · | ·
CCCCCCCC/C=C\CCCCCCCC(=O)OC[C@@H](COP(O)(O)=S)OC | -22.3% | · | ·
O=P1(Oc2ccccc2)CC=CC(COCc2ccccc2)O1 (centres undefined) | -3.7% | · | ·
C/C=C1/C[C@@H](C)[C@@](C)(O)C(=O)OCC2=CCN3CC[C@@H](OC1=O)[C@@H]23 | ? | · | ·
CCOC(=O)CCN(SN(C)C(=O)Oc1cccc2c1OC(C)(C)C2)C(C)C | 13.7% | · | ·
C/C=C(\C)C(=O)N[C@@H](c1ccccc1)[C@@H](O)C(=O)O[C@H]1C[C@@]2(O)[C@@H](OC(=O)c3ccccc3)C3[C@](C)(C(=O)[C@H](OC(C)=O)C(=C1C)C2(C)C)[C@@H](O)C[C@H]1OC[C@@]31OC(C)=O (some centres undefined) | -5.1% | · | ·
C#Cc1cccc2c1c(C(=O)c1ccc(Cn3c(C)nc4cnccc43)c(F)c1)cn2C(=O)N(C)C | 2.3% | · | ·
C=C(C)[C@@]12OC3(c4ccccc4)O[C@@H]1[C@@H]1[C@@H]4O[C@]4(CO)[C@@H](O)[C@]4(O)C(=O)C(C)=C[C@H]4[C@@]1(O3)[C@H](C)[C@H]2OC(=O)/C=C/C=C/c1ccccc1 | -7.4% | · | ·
C[C@@H](NC(=O)[C@@H](N)Cc1ccc(O)cc1)C(=O)NCC(=O)N(C)[C@@H](Cc1ccccc1)C(=O)NCCO | 7.2% | · | ·
Cc1occc1C(=O)Nc1ccccc1 | 4.0% | · | ·
Cc1cc(OC(=O)N(C)C)nn1C(=O)N(C)C | 23.1% | · | ·
O=C(O)c1cc([N+](=O)[O-])cc([N+](=O)[O-])c1O | 21.5% | · | ·
Cc1ccc(NC(=O)N(C)C)cc1Cl | 8.4% | · | ·
Nc1nccc(-c2c(-c3ccc(F)cc3)ncn2C2CCNCC2)n1 | 7.4% | · | ·
COC(=O)C[C@@](O)(CCC(C)(C)O)C(=O)O[C@@H]1C(OC)=C[C@]23CCCN2CCc2cc4c(cc2[C@@H]13)OCO4 | 9.9% | · | ·
ClCC1C(CCl)C2(Cl)C(Cl)=C(Cl)C1(Cl)C2(Cl)Cl (centres undefined) | ? | · | ·
CCCSP(=S)(OCC)Oc1ccc(Cl)cc1Cl (centres undefined) | ? | · | ·
CC(=O)C(O)C(c1ccccc1)c1c(O)c2ccccc2oc1=O (centres undefined) | 19.3% | · | ·
O[C@@H]1[C@@H]2O[P@@](O)(=S)OC[C@H]2O[C@H]1n1cnc2cc(Cl)c(Cl)cc21 | 18.7% | · | ·
CNC(=S)S | 14.4% | · | ·
CC(Cc1ccc(C(C)(C)C)cc1)CN1CCCCC1 (centres undefined) | 2.5% | · | ·
C[C@]12CC[C@@H]3c4ccc(OC(=O)N(CCCl)CCCl)cc4CC[C@H]3[C@@H]1CC[C@@H]2O | · | 6.5% | ·
O=[N+]([O-])c1ccc([As](=O)(O)O)cc1 | · | 16.5% | ·
CCC1(c2ccccc2)C(=O)NC(=O)N(C(=O)c2ccccc2)C1=O (centres undefined) | · | 23.4% | ·
CCS(=O)(=O)C(C)(C)S(=O)(=O)CC | · | -4.5% | ·
CC(=O)O[C@H]1C[C@H](O[C@H]2[C@@H](O)CC(O[C@H]3[C@@H](O)C[C@H](O[C@H]4CC[C@@]5(C)[C@H](CC[C@@H]6[C@@H]5CC[C@]5(C)[C@@H](C7=CC(=O)OC7)CC[C@]65O)C4)O[C@@H]3C)O[C@@H]2C)O[C@H](C)[C@H]1O[C@@H]1O[C@H](CO)[C@@H](O)[C@H](O)[C@H]1O (some centres undefined) | · | 0.0% | ·
CCOC(=O)/C=C(C)/C=C/CC(C)CCCC(C)C (centres undefined) | · | -96.0% | ·
O=C1CN=C(c2ccccc2)c2cc(Cl)ccc2N1CC1CC1 | · | 5.0% | ·
O=C(Nc1ccc(Oc2ccc(Cl)cc2)c(Cl)c1)c1cc(I)cc(I)c1O | · | 12.6µM* | ·
C[C@H]1C(=O)O[C@@H]2CCN3CC=C(COC(=O)[C@](C)(O)[C@]1(C)O)[C@H]23 | · | 10.0% | ·
CCON=O | · | 10.5% | ·
CNC(=O)NC(O)C(Cl)(Cl)Cl (centres undefined) | · | 3.5% | ·
(more compounds)
SMILES | CBFb RUNX1 block | HTT aggregate | Epigenetic reg
S=C(S)N1CCNCC1 | · | 10.2% | ·
CCN(Cc1ccc(Cl)nc1)/C(=C/[N+](=O)[O-])NC | · | 6.2% | ·
NCc1cccnc1 | · | 17.0% | ·
Cc1cccc(-n2nc(C)c3c2NC(=O)CSC3c2ccccc2Cl)c1 (centres undefined) | · | · | 4.7%
CCOc1ccc(CN(CCc2ccc3c(c2)OCO3)Cc2ccc(OC)c(Br)c2)cc1 | · | · | 0.3%
COc1ccc(C(=O)Nc2ccc(Cl)cc2C(=O)c2ccccc2)c(OC)c1 | · | · | -0.8%
O=C(Nc1ccc(Cl)cc1C(=O)c1ccccc1)c1cc(Cl)cc(Cl)c1 | · | · | -1.6%
CCCC1=Nc2cc(C(=O)NC3CCC(C)CC3)ccc2Sc2ccccc21 (centres undefined) | · | · | 8.9%
CCOc1ccccc1NC(=O)c1sc2nc3c(cc2c1N)CN(Cc1ccccc1)CC3 | · | · | ?
Cc1ccc(-n2c(=O)[nH]c3ccc(Br)cc3c2=O)cc1 | · | · | -1.6%
Cc1cccc(-n2c(/C=C/c3c(C)[nH]c4ccccc34)nc3ccccc3c2=O)c1 | · | · | 3.98µM*
COc1ccc(OCC(=O)N2CCN(Cc3cccc(OC)c3OC)CC2)cc1 | · | · | 1.0%

A portion of the library, so the mix of outcomes need not match the whole.
